Bioassay records (PubChem)
LYP inhibition – PTPN22 lymphoid phosphatase activity blockers – biochemical, fluorescence intensity, uHTS (AID 1779) | recombinant LYP phosphatase, fluorescence intensity; higher % means a stronger effect | hit rate 0.054% among 290,000 | one-dose inhibition, % at 11.5 µM; IC50 in µM for titrated hits; in the data active = inhibition above about 50%;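 also: plate controls were vehicle with enzyme for no effect and no enzyme for full effect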
Myeloid diff 2 – myeloid differentiation induction; ER-HoxA9 myeloid progenitors, lysozyme-GFP differentiation, flow cytometry; calls only at 10 µM; hit rate 1% among 360,000;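 active = normalized GFP-positive differentiation at or above the plate's own cutoff, the solvent-only control mean plus 3 SD; inconclusive = no clear call, values can overlap the other calls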;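 also: cells exposed to compound for four days before flow analysis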
Myeloid diff 2 GFP+ MAC1+ % – recorded beside Myeloid diff 2, whose call it bears; GFP+ MAC1+ double positive, %; measured here: differentiation confirmed by MAC1 staining
The depositor's hits bear a star; i = inactive; u = inconclusive; x = no result given; + = active, no number.

Below each compound – LYP inhibition	Myeloid diff 2	Myeloid diff 2 GFP+ MAC1+ %
> Cc1ccc(CNC(=O)c2ccc(CS(=O)(=O)c3ccccc3)o2)cc1
→ -8%	u	x
> O=C(CSc1nc2ccccc2nc1N1CCCCC1)N1CCN(c2ccccc2)CC1
→ -8%	i	3.8
> Cc1cc(C(=O)N2CCC(Cc3ccccc3)CC2)c(C)o1
→ -5%	i	0.4
> Cc1onc(-c2ccccc2Cl)c1C(=O)N(Cc1ccccc1)C(C)C
→ -8%	i	0.0
> Cc1c(C(=O)Nc2ccc3c(c2)OCCO3)cnn1C
→ -13%	i	0.7
> Cc1cc([N+](=O)[O-])nn1CCCC(=O)Nc1ccc2c(c1)OCO2
→ -11%	i	0.0
> O=C(Cn1c(=O)c2cccn2c2cccnc21)N1CCN(c2ccc(Cl)cc2)CC1
→ -2%	i	1.3
> COc1cc(C(=O)Nc2ccccc2SCc2cc(=O)n3nc(C)sc3n2)cc(OC)c1OC
→ -7%	i	0.2
> CCn1c(CNC(=O)c2ccco2)nnc1SCC(=O)Nc1ccccc1Cl
→ -10%	i	2.3
> Cc1ccc(NC(=O)CSc2nnc(NC(=O)C(C)C)s2)c(C)c1
→ -10%	i	1.4
> CCc1cc(=O)oc2cc(OCC(=O)N3CCC(C(N)=O)CC3)ccc12
→ -2%	i	1.7
> CC(=O)CCC(=O)N1CCC(n2nccc2NC(=O)c2ccccc2C)CC1
→ 0%	i	0.6
> COc1cccc(N2C(=O)CN(Cc3ccc(OC)c(OC)c3)C2=S)c1
→ -2%	i	1.2
> CSc1nsc(SCC(=O)Nc2cccc(C(=O)O)c2)n1
→ -1%	i	0.6
> COc1ccccc1CNC(=O)CCCn1nc(C)n2ccnc2c1=O
→ -10%	i	1.4
> COc1ccc(C(=O)Nc2ccccc2C(=O)NCCN2CCOCC2)cc1OC
→ -9%	+	1.1*
> Cc1cccc(/C=N/NC(=O)c2ccc(F)cc2)n1
→ -4%	i	0.7
> CCCCOc1ccc(C2(C)NC(=O)N(C)C2=O)cc1 (configuration not stated)
→ -6%	i	0.9
> COc1cccc(/C=N/NC(=O)c2nnn(-c3nonc3N)c2-c2cccs2)c1
→ -7%	i	0.9
> CC1CCC(NC(=O)C2CCN(c3nc4ccccc4s3)CC2)CC1 (configuration not stated)
→ -4%	i	1.1
> O=C1CN(C(=O)c2ccccc2F)C(c2ccc(F)cc2)c2cc(F)ccc2N1 (configuration not stated)
→ -7%	i	0.3
> O=C(CCc1ccccc1)NC(=S)Nc1ccccc1[N+](=O)[O-]
→ 0%	i	0.9
> Cc1ccc(OCC(=O)Nc2cccc(S(=O)(=O)NC3=NCCCCC3)c2)cc1C
→ -6%	u	x
> COc1cc(C(=O)n2cnc3ccccc32)c([N+](=O)[O-])cc1OC
→ -4%	i	0.3
> Cc1ccccc1NS(=O)(=O)c1nnc(NC(=O)c2ccccc2F)s1
→ -5%	i	1.4
> CCc1ccc(N=C2NC(=O)/C(=C/c3ccc(OCC(=O)O)cc3)S2)cc1
→ -5%	i	0.3
> CCOc1ccccc1N(CC(=O)Nc1ccc(OC)c(OC)c1)S(=O)(=O)c1ccccc1
→ -10%	i	0.7
> O=[N+]([O-])c1ccc(S(=O)(=O)N2CCN(c3ccnc4cc(Cl)ccc34)CC2)cc1
→ -4%	i	1.2
> COCC(=O)N(Cc1cc2cc(C)ccc2[nH]c1=O)c1cccc(C)c1C
→ -8%	i	0.5
> N=C1SCC(=O)N1c1ccc(Cl)cc1
→ -5%	i	0.5

Complete entries from above. Values in the order: LYP inhibition | Myeloid diff 2 | Myeloid diff 2 GFP+ MAC1+ %
Profile of COc1ccccc1CNC(=O)CCCn1nc(C)n2ccnc2c1=O = -10% | i | 1.4
Profile of COc1cc(C(=O)n2cnc3ccccc32)c([N+](=O)[O-])cc1OC = -4% | i | 0.3
Profile of Cc1cccc(/C=N/NC(=O)c2ccc(F)cc2)n1 = -4% | i | 0.7
Profile of O=C(CSc1nc2ccccc2nc1N1CCCCC1)N1CCN(c2ccccc2)CC1 = -8% | i | 3.8

(further entries)
Below each compound – LYP inhibition	Myeloid diff 2	Myeloid diff 2 GFP+ MAC1+ %
> N#CCSc1nc2sccc2c(=O)n1-c1ccccc1
→ -8%	i	1.9
> Oc1ccccc1Cn1nnc2ccccc21
→ -12%	i	0.2
> COc1cccc(CN2CCN(Cc3cc4ccccc4o3)CC2CCO)c1 (configuration not stated)
→ -7%	i	0.4
> CCCN1C(=O)C2(OCCO2)c2cc(Cl)ccc21
→ -10%	i	0.1
> Cc1cccc(N2CCN(S(=O)(=O)c3c(C)[nH]c(C)c3C(=O)N3CCCC3)CC2)c1C
→ -2%	i	6.1
> Cc1ccc(C(=O)Nc2cccc(N3C(=O)C4CCC(C)CC4C3=O)c2)cc1 (configuration not stated)
→ -7%	i	0.8
> O=S(=O)(c1cnc[nH]1)N1CCN(C(c2ccc(F)cc2)c2ccc(F)cc2)CC1
→ 3%	i	1.7
> CCOc1ccc(NC(=O)C(CC(=O)O)Cc2ccc(C)cc2)cc1 (configuration not stated)
→ -8%	i	0.5
> COc1ccc(CNS(=O)(=O)c2cc3c(cc2C)N(C)CCO3)cc1
→ -2%	i	0.7
> O=C(NC(Cc1ccccc1)C(=O)O)/C(=C\c1ccc(Br)cc1)NC(=O)c1ccc(Br)o1 (configuration not stated)
→ -2%	i	1.8
> CC(NC(=O)c1ccc(F)cc1Cl)C1CC2CCC1C2 (configuration not stated)
→ -9%	i	0.8
> Cn1cc(C(=O)C(=O)N2CCCC2)c2ccccc21
→ -6%	i	0.1
> Cc1ccc(NC(=S)NCc2ccc(Cl)cc2)c(OC(F)F)c1
→ 2%	i	2.2
> COc1ccccc1C1=NC(c2ccccc2)CN1c1ccccc1 (configuration not stated)
→ -27%	i	0.4
> COc1ccc(N2CCN(C3CCCN(C(=O)c4ccoc4)C3)CC2)cc1 (configuration not stated)
→ -11%	i	0.6
> COc1ccc(OC)c(S(=O)(=O)N2CCN(c3ncccn3)CC2)c1
→ -3%	i	0.3
> Cc1ccccc1CC(=O)NCCN1CCOCC1
→ -12%	i	0.4
> Cc1cccc(N(C(=O)CCC(=O)Nc2ccccn2)C(C(=O)NC(C)C)c2ccc(F)cc2)c1 (configuration not stated)
→ -5%	i	0.0
> CCOc1ccc(NC(=O)CCn2c(=S)oc3ccccc32)cc1
→ -5%	i	0.9
> COc1ccc(S(=O)(=O)N/N=C(/C)c2ccncc2)cc1OC
→ -6%	i	0.8
> Cc1cccc(NS(=O)(=O)c2cccc(C(=O)N3CCN(c4ccccn4)CC3)c2)c1
→ -6%	i	1.1
> COCC1CCCCN1C(=O)c1ccc(OC2CCN(Cc3ccccn3)CC2)cc1 (configuration not stated)
→ -9%	i	0.6
> CN(CCCC(=O)NCCc1ccccc1)S(=O)(=O)c1ccc([N+](=O)[O-])cc1
→ -8%	i	1.6
> CCC1Sc2ccc(S(=O)(=O)CCC(=O)Nc3ccc(NC(C)=O)cc3)cc2NC1=O (configuration not stated)
→ -12%	i	2.3
> O=C(NCCCn1ccnc1)C1CCCN(S(=O)(=O)c2cc(Cl)ccc2Cl)C1 (configuration not stated)
→ -8%	i	0.5
> COc1ccc(CCNC(=O)C2CCCN(c3nc4ccccc4s3)C2)cc1OC (configuration not stated)
→ -11%	i	0.2
> Cc1cccc(N2CCN(C(=O)C3CCN(c4ncnc5c4nc4n5CCCCC4)CC3)CC2C)c1 (configuration not stated)
→ -5%	i	5.1
> Cc1onc(-c2ccccc2Cl)c1C(=O)NCCn1c(C)cc2ccccc21
→ -5%	i	5.0
> CC1CCCCN1S(=O)(=O)c1ccc(C(=O)N2CCOCC2)cc1 (configuration not stated)
→ -10%	i	1.1
> COc1ccc(N2CCN(C(=O)CN3C(=O)NC(c4ccc(OC)cc4)(c4ccc(OC)cc4)C3=O)CC2)cc1
→ -4%	i	1.4

Three structures from above, ordered by formula weight, rising.
Below each compound – LYP inhibition	Myeloid diff 2	Myeloid diff 2 GFP+ MAC1+ %
> COc1ccc(S(=O)(=O)N/N=C(/C)c2ccncc2)cc1OC
→ -6%	i	0.8
> CCOc1ccc(NC(=O)CCn2c(=S)oc3ccccc32)cc1
→ -5%	i	0.9
> COc1ccc(CNS(=O)(=O)c2cc3c(cc2C)N(C)CCO3)cc1
→ -2%	i	0.7

For convenience, part of the list above:
Below each compound – LYP inhibition	Myeloid diff 2	Myeloid diff 2 GFP+ MAC1+ %
> N#CCSc1nc2sccc2c(=O)n1-c1ccccc1
→ -8%	i	1.9
> Oc1ccccc1Cn1nnc2ccccc21
→ -12%	i	0.2

(more compounds)
Below each compound – LYP inhibition	Myeloid diff 2	Myeloid diff 2 GFP+ MAC1+ %
> N#C/C(=C\c1ccc2c(c1)OCCO2)C(=O)Nc1ccc(C(=O)O)cc1
→ -1%	i	0.6
> COCCCn1c(=O)c2sccc2n(Cc2cc(C(=O)OC)ccc2OC)c1=O
→ -7%	i	0.4
> CCOc1ccc(CNC(=O)CCS(=O)(=O)c2ccc3c(c2)oc(=O)n3C)cc1
→ -15%	i	1.3
> Cc1ccccc1C(=O)N/N=C/c1cccc2ccccc12
→ -1%	i	0.4
> N#Cc1cc(S(=O)(=O)N2CCOCC2)ccc1N1CCOCC1
→ -7%	i	0.0
> CC(C)(O)C#Cc1ccc(CN2CCCC(CNC(=O)c3ccco3)C2)cc1 (configuration not stated)
→ -4%	i	0.9
> Cc1ccccc1OCC(=O)Nc1ccccc1NC(=O)c1ccco1
→ -2%	i	0.6
> CC(C)c1ccc(NC(=O)C2CCN(C(=O)[C@@H]3Cc4ccccc4CN3)CC2)cc1
→ -9%	u	x
> COCCCn1c(C(=O)N2CCOCC2)cc2c(=O)n3cccc(C)c3nc21
→ -14%	i	1.5
> CCOC(=O)c1sc(N2C(=O)C(O)=C(C(=O)c3ccc(C)o3)C2c2cccc([N+](=O)[O-])c2)nc1C (configuration not stated)
→ 5%	i	1.1
> CN1CCN(c2ccccc2NC(=O)c2cccs2)CC1
→ -7%	i	1.1
> O=C(COc1ccc2c3c(c(=O)oc2c1)CCC3)NCCCN1CCCC1=O
→ -6%	i	6.5
> Cc1oc2c(C)c3oc(=O)c(CCC(=O)O)c(C)c3cc2c1-c1ccccc1
→ 5%	i	0.3
> COc1ccc(CCC(C)NCc2cc(OC)cc(OC)c2)cc1 (configuration not stated)
→ -7%	i	0.5
> O=C(O)c1ccccc1OC(C(=O)Nc1cc(Cl)cc(Cl)c1)c1ccccc1 (configuration not stated)
→ -5%	i	0.0
> COc1ccc(Cc2nc3ccccc3[nH]c2=O)cc1
→ -5%	i	3.4
> CCOc1ccc(CCNC(=O)CCc2nnc3ccc(N4CCCC4)nn23)cc1OCC
→ -3%	i	1.0
> CCOc1ccc(S(=O)(=O)N2CCN(S(=O)(=O)c3ccc(C(C)=O)cc3)CC2)cc1
→ -14%	i	0.1
> O=C(c1[nH]ncc1[N+](=O)[O-])N1CCOCC1
→ -8%	i	1.2
> Cc1nn(CC(C)C)c(Cl)c1C(=O)N(C)CC(=O)Nc1c(Cl)cccc1Cl
→ -8%	+	7.8*
> O=C1Nc2cc(C(=O)N3CCC(N4CCCCC4)CC3)ccc2S/C1=C\c1ccccc1
→ -7%	u	x
> Cc1onc(C(=O)Nc2ccc(OC(F)(F)F)cc2)c1[N+](=O)[O-]
→ -6%	i	1.6
> CC(C(N)=O)N1C(=O)NC2(CCCc3ccccc32)C1=O (configuration not stated)
→ -12%	i	5.2
> CCC(=O)N(Cc1cc2cc(OC)ccc2[nH]c1=O)c1ccc(C)cc1
→ -6%	i	1.5
> COCCNC(=O)Cc1c(C)c2c(cc(C)c3c(C)coc32)oc1=O
→ -8%	i	0.4
> CC(=O)Nc1cccc2c1Cc1ccccc1-2
→ -11%	i	0.2
> CN(Cc1ccc(C#CCCO)cc1)CC1CCCN(CCc2ccc(Cl)cc2)C1 (configuration not stated)
→ -1%	i	1.4
> NC(=O)CC(NC(=O)Cc1ccc(Br)cc1)c1ccc(N2CCN(c3ccccn3)CC2)c([N+](=O)[O-])c1 (configuration not stated)
→ -5%	i	1.9
> Cc1cccc(C)c1NC(=O)NC1CCc2ccccc21 (configuration not stated)
→ -10%	i	0.3
> Cc1csc(C(C)NC(=O)c2ccc(OC3CCN(CCc4ccccc4)CC3)cc2)n1 (configuration not stated)
→ -9%	i	4.8

Further compounds:
| SMILES | LYP inhibition | Myeloid diff 2 | Myeloid diff 2 GFP+ MAC1+ % |
| --- | --- | --- | --- |
| CN1CCN(CC(O)COc2ccc(C(=O)O)cc2)CC1 (configuration not stated) | -6% | i | 0.6 |
| COc1ccc(CN(C(=O)/C=C/c2ccco2)C2CCS(=O)(=O)C2)cc1OC (configuration not stated) | -1% | i | 5.7 |
| O=S(=O)(NCCc1cn2ccccc2n1)c1ccc(-c2ccccc2)cc1 | -11% | i | 0.6 |
| COc1cc(/C=C2\C(=N)N3N=C(C)SC3=NC2=O)cc(OC)c1OCCOc1ccccc1C | -2% | i | 0.5 |
| Oc1ccc(C(=S)N2CCCC2)cc1 | -3% | i | 0.4 |
| COc1cc(C(=O)N2CCN(C(=O)c3cccc4ccccc34)CC2)cc(OC)c1OC | -4% | i | 2.1 |
| N/C(=N\OC(=O)c1cccc(Br)c1)c1ccccn1 | -9% | i | 0.4 |
| COc1cc(CN2CC(=O)N(c3ccc(C)c(Cl)c3)C2=S)cc(OC)c1OC | -2% | i | 0.9 |
| C=CCN(c1ccccc1)S(=O)(=O)c1ccc2c(c1)N(C(C)=O)CCO2 | -12% | i | 2.6 |

Not all compounds are listed; count on the stated rates, not on these rows.
